# Source: PubChem (Southern Research Specialized Biocontainment Screening Center)
# PhoP GFP inhibition: PhoP regulon inhibitors, Salmonella typhi PhoP promoter GFP reporter, confirmatory (AID 1850); Salmonella Typhi PhoP-promoter GFP reporter, fluorescence, 4 h; higher % means a stronger effect; inhibition, % at 50 µM, or IC50 in µM where a hit was titrated; 310,000 compounds, 0.33% hits; in the data active = a potency from the dose series; inconclusive = inhibition mostly from about 25% at the one dose, without a potency; inactive = the rest, 99 in 100 with inhibition below about 19%;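 note: 0% = induced wells with vehicle and 100% = uninduced wells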
# tuberculosis growth: growth inhibition of non-replicating M. tuberculosis (AID 488890); inhibition, % at 25 µM, or IC50 in µM where a hit was titrated; Mycobacterium tuberculosis non-replicating, growth inhibition; higher % means a stronger effect; 320,000 compounds, 0.39% hits; in the data active = a potency from the dose series; inconclusive = inhibition mostly from about 82% at the one dose, without a potency; inactive = the rest, 99 in 100 with inhibition below about 76%;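 note: plate controls were DMSO cells for no effect and high antibiotic wells for full effect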
# VEEV TC-83 Vero: inhibitors of VEEV TC-83 cytopathic effect, confirmation, Vero cells (AID 588727) | Vero cells, VEEV TC-83 cytopathic effect inhibition; higher % means a stronger effect | one-dose inhibition, % at 20 µM; IC50 in µM for titrated hits | 350,000 compounds, 0.13% hits; in the data active = a potency from the dose series; inconclusive = inhibition mostly from about 14% at the one dose, without a potency; inactive = the rest, 99 in 100 with inhibition below about 12%; note: strong numbers were not always called active
# H37Rv inhibition: M. tuberculosis growth inhibition, HTS (AID 449762); inhibition, % at 25 µM, or IC50 in µM where a hit was titrated; 330,000 compounds, 0.59% hits; M. tuberculosis H37Rv growth inhibition, 7H9 media; higher % means a stronger effect; in the data active = a potency from the dose series; inconclusive = inhibition above about 70% without an active follow-up result;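 note: bacterial growth assessed after seven days of incubation; strong numbers were not always called active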
# H1N1 NS1A inhibition: H1N1 influenza NS1A inhibitors, functional cell based assay (AID 504329) | NS1A functional cell-based assay, percent inhibition; higher % means a stronger effect | inhibition, % at 12.5 µM; hits with a dose series show IC50 in µM | 340,000 compounds, 0.3% hits; in the data active = a potency from the dose series; inconclusive = inhibition above about 27% without an active follow-up result; note: strong numbers were not always called active
# VEEV TC-83 Vero 10K pilot screen: second read-out of VEEV TC-83 Vero, no call of its own (marks repeat the call); inhibition, %; measured here: 10K pilot screen inhibition
# Numbers without * were called inactive; i = inactive; ? = inconclusive; . = no result given. Compounds were not picked by outcome, and some 1.4% of all compounds hit somewhere here.
SMILES,PhoP GFP inhibition,tuberculosis growth,VEEV TC-83 Vero,H37Rv inhibition,H1N1 NS1A inhibition,others
Cc1cc(C)n2nc(SC(C)C(=O)N(C)C3CCCCC3)nc2n1 (configuration not stated),.,-3.2%,2.6%,-3.6%,-3.4%,
Cc1ccccc1Cn1nc(C)c(NC(=O)c2cc(CC(C)C)on2)c1C,-0.2%,20.0%,1.8%,1.3%,-24.1%,
c1ccc(Cc2ccc(OCCn3ccnc3)cc2)cc1,-3.1%,?,i,?,-38.6%,
Cc1cccc(C(=O)N2CCC(N3CCC(C(=O)N4CCOCC4)CC3)CC2)c1,-6.9%,0.2%,2.2%,-6.8%,-10.5%,
CC(=O)Nc1sc(NC(=O)c2ccc(Cl)cc2)nc1-c1cccs1,-2.1%,-26.5%,1.6%,-2.7%,-0.7%,
CCc1ccccc1NC(=O)CSc1nnc(C2CC2)n1CC1CCCO1 (configuration not stated),-25.2%,-6.3%,0.3%,2.4%,-4.5%,
CC1CCN(S(=O)(=O)c2cccc(C(=O)NNC(=O)c3ccco3)c2)CC1,5.7%,4.7%,0.1%,11.6%,10.4%,
O=C(Nc1ccc(F)cc1)Nc1ccc(S(=O)(=O)N2CCCC2)cc1,.,45.0%,2.8%,7.7%,-2.8%,
O=c1c2ccc([N+](=O)[O-])cc2ncn1CCOc1ccc(Cl)cc1,1.1%,39.1%,8.1%,5.0%,0.5%,
CC(=O)Nc1cccc(NC(=O)c2ccc([N+](=O)[O-])cc2Cl)c1,-1.5%,-1.3%,i,7.0%,1.4%,
COc1cc(C2CC(=O)Nc3cc(C)c(C)cc32)cc(OC)c1OC (configuration not stated),-5.3%,-5.0%,0.1%,3.5%,-5.9%,
Cc1nn(-c2ccc3ccccc3c2)c(=O)c2ccccc12,-10.7%,45.0%,0.5%,6.2%,-15.6%,

# Sorted by SMILES length (ascending): some entries from above
SMILES,PhoP GFP inhibition,tuberculosis growth,VEEV TC-83 Vero,H37Rv inhibition,H1N1 NS1A inhibition,others
c1ccc(Cc2ccc(OCCn3ccnc3)cc2)cc1,-3.1%,?,i,?,-38.6%,
Cc1nn(-c2ccc3ccccc3c2)c(=O)c2ccccc12,-10.7%,45.0%,0.5%,6.2%,-15.6%,
Cc1cc(C)n2nc(SC(C)C(=O)N(C)C3CCCCC3)nc2n1 (configuration not stated),.,-3.2%,2.6%,-3.6%,-3.4%,
COc1cc(C2CC(=O)Nc3cc(C)c(C)cc32)cc(OC)c1OC (configuration not stated),-5.3%,-5.0%,0.1%,3.5%,-5.9%,
O=C(Nc1ccc(F)cc1)Nc1ccc(S(=O)(=O)N2CCCC2)cc1,.,45.0%,2.8%,7.7%,-2.8%,
CC(=O)Nc1cccc(NC(=O)c2ccc([N+](=O)[O-])cc2Cl)c1,-1.5%,-1.3%,i,7.0%,1.4%,
Cc1cccc(C(=O)N2CCC(N3CCC(C(=O)N4CCOCC4)CC3)CC2)c1,-6.9%,0.2%,2.2%,-6.8%,-10.5%,

# Other results:
SMILES,PhoP GFP inhibition,tuberculosis growth,VEEV TC-83 Vero,H37Rv inhibition,H1N1 NS1A inhibition,others
O=C(CN1CCCCC1)Nc1ccccc1-c1ccccc1,19.4%,16.6%,i,10.0%,6.9%,
COc1cc(C(=O)NC2CCN(C)CC2)ccc1Nc1ncc2c(n1)N(Cc1ccccc1)CCC(=O)N2C,.,.,7.3%,.,6.4%,
COc1cc(CNCCN2CCOCC2)ccc1OCc1ccc(Cl)cc1,9.8%,-2.8%,i,-1.9%,-3.4%,
O=C(Nc1cccc(Cl)c1N1CCCC1)c1ccco1,-31.1%,44.7%,0.1%,13.5%,2.5%,
O=C(O)CSC1CC(=O)N(c2ccc(Cl)cc2)C1=O (configuration not stated),-6.2%,23.9%,0.1%,2.2%,-2.9%,
Cc1cc(C(=O)N/N=C/c2c[nH]c3ccccc23)cs1,20.0%,2.2%,7.1%,-7.2%,1.1%,
N#CC/C(N)=N/NC(=O)CCCNc1ncc(C(F)(F)F)cc1Cl,-5.9%,.,1.2%,1.5%,4.7%,VEEV TC-83 Vero 10K pilot screen=1.4
COc1cc(C(=O)OC2CCN(C)CC2)cc(OC)c1OC,0.9%,-2.2%,0.0%,0.3%,9.1%,
Cc1nn(CCCC(=O)NCCc2ccccc2)c(=O)c2nccn12,3.9%,0.2%,2.0%,1.2%,-0.4%,
Cc1cccc(N2CC(C(=O)OCC(=O)c3c(N)n(CC(C)C)c(=O)n(C)c3=O)CC2=O)c1C (configuration not stated),.,.,1.7%,.,-2.5%,
Cc1ccc(CN2CC(C(=O)N3CCN(S(=O)(=O)c4ccccc4)CC3)CC2=O)cc1 (configuration not stated),.,.,0.6%,.,-17.1%,
CCC(C(=O)NC1CCCCC1)n1c(SCc2cccc(F)c2)nc2ccncc21 (configuration not stated),-7.4%,72.0%,0.1%,1.0%,3.1%,
Cc1cc(C)n(-c2ccc(C(=O)Nc3cc(C(F)(F)F)ccc3N3CCOCC3)cc2)n1,1.8%,4.9%,0.2%,7.5%,0.4%,
O=C(c1ccc2c(=O)n(-c3ccccc3)c(=O)[nH]c2c1)N1CCN(c2ccc(F)cc2)CC1,-14.0%,11.1%,1.1%,7.1%,23.9%,
COc1ccc(CCNC(=O)C2CC(c3ccccc3F)=NO2)cc1 (configuration not stated),1.8%,-2.9%,i,1.4%,-15.3%,
CCOc1c(Br)cc(CNc2ccc3c(c2)OCCO3)cc1OC,-10.8%,12.3%,9.9%,-8.8%,11.5%,
CCOC(=O)CSc1snnc1C,-4.7%,45.1%,i,-6.6%,-3.3%,
COc1ccc(N(C(=O)c2ccco2)S(=O)(=O)c2cc(OC)ccc2OC)cc1,-5.9%,6.9%,i,-2.6%,-0.7%,VEEV TC-83 Vero 10K pilot screen=0.5
COc1ccc2nc(NC(=O)[C@@H]3CCCN3C(=O)c3cccs3)sc2c1,-7.0%,35.9%,0.5%,4.8%,5.3%,
COCc1cc(CNC(=O)C2CCC(=O)N(Cc3ccccc3F)C2)[nH]n1 (configuration not stated),-5.7%,-4.5%,1.5%,-2.1%,-1.2%,
COc1ccc(CCNC(=O)c2c(O)c3c([nH]c2=O)CCCC3)cc1,-19.3%,-3.3%,3.1%,-4.7%,0.0%,VEEV TC-83 Vero 10K pilot screen=2.9
CC1Cc2ccccc2N1C(=O)CN1C(=O)NC2(CCCCC2)C1=O (configuration not stated),.,-18.5%,4.7%,-4.5%,-11.9%,
Cn1c(NCc2ccco2)nc2c1c(=O)n(Cc1ccc(Cl)cc1)c(=O)n2C,-0.9%,12.6%,7.9%,8.4%,4.0%,
CCOc1cc(C(=O)NC(=S)Nc2ccc(Cl)c(C(=O)O)c2)cc(OCC)c1OCC,-4.2%,22.7%,1.0%,3.5%,-11.3%,
CCCCCC[n+]1c(-c2ccccc2)csc1Nc1ccccc1,-6.0%,-4.7%,1.5%,13.7%,-1.2%,
CS(=O)(=O)C1=NSC2=NC(=O)/C(=C\c3ccc(OS(=O)(=O)c4ccccc4)cc3)C(=N)N21,-7.1%,14.9%,2.1%,5.7%,1.4%,
NS(=O)(=O)c1c(Sc2ccccc2C(=O)O)ccc2ccccc12,-5.8%,37.2%,0.4%,5.8%,-4.3%,
CN(C(=O)COC(=O)/C=C/c1cccs1)c1c(N)n(Cc2ccccc2)c(=O)[nH]c1=O,5.0%,-3.0%,0.2%,3.7%,11.3%,
CCN1CCN(C(=O)COc2ccc(S(=O)(=O)N(C)Cc3ccccc3)cc2)CC1,-2.3%,3.6%,0.6%,-5.2%,19.1%,
CNc1ccccc1C(C)(C)c1cc(-c2cc(C)cc(C)c2)no1,-4.3%,29.6%,6.5%,-1.5%,2.3%,
Cc1onc(-c2c(F)cccc2Cl)c1C(=O)OCC(=O)NC(N)=O,3.7%,-3.0%,i,-9.8%,-6.4%,

# Filtered by structure: those above with a nitro group on carbon (2)
SMILES,PhoP GFP inhibition,tuberculosis growth,VEEV TC-83 Vero,H37Rv inhibition,H1N1 NS1A inhibition,others
O=c1c2ccc([N+](=O)[O-])cc2ncn1CCOc1ccc(Cl)cc1,1.1%,39.1%,8.1%,5.0%,0.5%,
CC(=O)Nc1cccc(NC(=O)c2ccc([N+](=O)[O-])cc2Cl)c1,-1.5%,-1.3%,i,7.0%,1.4%,
